FEN1 inh: blocks human flap endonuclease 1; Potency, µM (titrated, usually from 114 µM), inactives show at the top dose activity change, negative = inhibition, hits mostly inhibitors; 390,000 compounds, 0.35% hits; Recombinant FEN1 flap cleavage, fluorescence, 15 min; AID 588795; P39748; also: nearly all actives have a fitted effect of over 65% in size
Target sequence (P39748 whole entry, looked up): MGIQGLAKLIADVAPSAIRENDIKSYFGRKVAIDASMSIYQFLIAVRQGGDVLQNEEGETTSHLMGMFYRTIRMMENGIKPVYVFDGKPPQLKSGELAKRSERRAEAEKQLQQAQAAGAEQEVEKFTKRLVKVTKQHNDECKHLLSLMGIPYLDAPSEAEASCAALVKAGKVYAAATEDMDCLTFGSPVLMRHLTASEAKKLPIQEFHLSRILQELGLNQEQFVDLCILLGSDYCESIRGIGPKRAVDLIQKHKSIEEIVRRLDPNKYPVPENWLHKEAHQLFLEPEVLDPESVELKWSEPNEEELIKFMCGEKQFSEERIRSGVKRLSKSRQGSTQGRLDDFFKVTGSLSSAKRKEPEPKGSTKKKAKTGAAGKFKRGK
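Reaction started by adding substrate (50 nM final) to 10 nM enzyme after 15 min room-temperature compound preincubation. Reads at 0 and 15 min, with data normalized and fitted to a four-parameter Hill equation.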
DT40 TDP1 CPT: growth inhibition of DT40 Tdp1-/-;hTDP1 cells with camptothecin (screen for TDP1 inhibitors); AID 686979; 420,000 compounds, 12% hits; chicken DT40 Tdp1-/-;hTDP1 cells + 20 nM CPT, ATP luminescence, 48 h; Potency, µM (titrated, usually from 46.2 µM), for the others: at the top dose activity change, negative = growth inhibition, usual class: inhibitors; also: nearly all actives have a fitted effect of over 55% in size
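Chicken DT40 Tdp1-/- cells complemented with human TDP1, 400 cells/well, exposed to compounds plus 20 nM camptothecin for at least 48 h at 37 C; viability read as ATP content by CellTiter-Glo luminescence.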
KAT2A inh: GCN5L2 (KAT2A) acetyltransferase inhibition. Q92830. GCN5L2 HAT assay, ThioGlo1 CoA-SH fluorescence. Potency, µM (titrated, usually from 58.9 µM), without a hit: at the top dose activity change, negative = inhibition, hits mostly inhibitors. 390,000 compounds, 0.21% hits
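ThioGlo1-coupled HAT assay: 20nM GCN5L2, 70uM acetyl-CoA, 75uM H3(1-25) peptide, pH 7.5. Fluorescence read at 340/540nm at start and after 20 min at room temperature.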
Starred values were filed as active, the others as inactive; ? = inconclusive; · = no result given; & = joins results of further samples. Calls follow the shape of the dose curve; as a rule, active = well fitted curve in the direction sought with a large enough effect; inconclusive = small, poorly fitted or top-dose-only effect, or another doubt; inactive = no such curve, though single readings can be large; an effect the other way counts as inactive or inconclusive. % is scaled to controls: 0 for no effect and ±100 for the full control effect; potency is read from the fitted curve at half-maximal effect.

SMILES	FEN1 inh	DT40 TDP1 CPT	KAT2A inh
CC(C)(C)c1cc(NC(=O)COC(=O)c2ccc3c(=O)n4c(nc3c2)CCC4)n(-c2ccccc2)n1	-3%	3%	-8%
CC(=O)c1c(C)[nH]c(-c2ccccc2)nc1=S	0%	-2%	-1%
CSc1ncccc1C(=O)OCC(=O)NC(C)C	4%	-1%	-11%
FC(F)(F)c1cc(-c2ccccc2)nc(NC2CCCC2)n1	-23%	-16%	0%
Cc1cc(C(=O)Nc2cccc(S(=O)(=O)N3CCCCC3)c2)c2ccccc2n1	-15%	?	-3%
Cc1ccc(-n2nc(CO)c(C(=O)NCCCCc3ccccc3)n2)cc1	-4%	-25%	-5%
COc1ccc(-n2nc(C(=O)NCC(=O)NCCCN3CCCCCC3)c3ccccc3c2=O)cc1Cl	?	-30%	-15%
COc1cccc(C(=O)Nc2ccc3ccccc3c2)c1	7%	-27%	-5%
Cc1c(C)n(Cc2ccccc2)c2ccc(C(=O)NCC(C)c3ccccc3)cc12 (stereo unspecified)	-8%	?	-3%
COc1cccc(NC(=O)COc2cccnc2[N+](=O)[O-])c1	13%	-23%	1%

Single records, from the list above. Order of screens: FEN1 inh, DT40 TDP1 CPT, KAT2A inh
`FC(F)(F)c1cc(-c2ccccc2)nc(NC2CCCC2)n1` is listed as -23%, -16%, 0%
`COc1cccc(NC(=O)COc2cccnc2[N+](=O)[O-])c1` is listed as 13%, -23%, 1%
`COc1cccc(C(=O)Nc2ccc3ccccc3c2)c1` is listed as 7%, -27%, -5%
`Cc1ccc(-n2nc(CO)c(C(=O)NCCCCc3ccccc3)n2)cc1` is listed as -4%, -25%, -5%
`Cc1cc(C(=O)Nc2cccc(S(=O)(=O)N3CCCCC3)c2)c2ccccc2n1` is listed as -15%, ?, -3%

Carrying on:
SMILES	FEN1 inh	DT40 TDP1 CPT	KAT2A inh
CCc1nc(C)ccc1OCC(=O)O	-1%	-17%	-1%
Cc1ccc(S(=O)(=O)N[C@@H](Cc2ccccc2)C(=O)N2CCC(C(=O)N[C@@H](CCC(N)=O)C(=O)O)CC2)cc1	7%	22%	21%
O=C(CSc1nc2ncccc2o1)Nc1ccc(Cl)cc1F	-7%	-6%	22%
O=C(O)c1cccnc1SC1CC(=O)N(c2ccc(OC(F)F)cc2)C1=O (stereo unspecified)	-2%	?	5%
COc1cc(C(=O)NCCCN2CCCC2=O)ccc1OCc1ccc(Cl)cc1Cl	7%	13µM*	-5%
O=C(O)c1sccc1S(=O)(=O)c1ccccc1	9%	-16%	-1%
COc1ccc(NC2CCCN(C(=O)C3(C)CCCCC3)C2)cc1 (stereo unspecified)	-14%	?	-7%
CCC1CCCCN1C(=O)c1sc(-n2nc(C)c(Cc3ccccc3)c2C)nc1C (stereo unspecified)	-1%	-27%	-4%
CCCn1nc(C(=O)NNC(=O)c2ccc(C)c(C)c2)c2ccccc2c1=O	5%	-4%	-4%
CC(=O)Nc1ccc2nc3c(=O)n(C)c(=O)n(C)c3nc2c1	?	-29%	?
COc1cc(C(=S)N2CCCC2)ccc1OCC(N)=O	0%	5%	-1%
CCCCn1nc2cc(C(=O)NCC34CC5CC(CC(C5)C3)C4)ccc2c1OCC	-19%	?	-23%
COC(C[C@@H](O)CC(=O)[C@H](C)OCc1ccccc1)OC	-1%	8%	-7%
CCc1ccc(-n2c(=O)c3ccccc3n3c(=S)[nH]nc23)cc1	-16%	-6%	-8%
COc1ccc(C2(C)C(C#N)C(=O)NC(=O)C2C#N)cc1 (stereo unspecified)	-9%	-58%	·
O=c1c2c3c(sc2nc2n1CCC2)CCCC3	-6%	-10%	-7%
CCN(C(=O)c1c(OC)cccc1OC)c1nnc(-c2cccnc2)s1	1%	?	-3%
CCOc1ccc(NC(=O)C2CCN(c3nnnn3-c3ccccc3)CC2)cc1	-9%	-4%	-5%
CN(C)c1ncnc2ccc(-c3cccnc3)cc12	·	12µM*	-18%
O=C(CSc1nc2c([nH]c3ccccc32)c(=O)n1-c1ccccc1)N1CCCC1	-14%	-27%	-8%
CC(=O)c1ccc(NS(=O)(=O)c2ccc3ccccc3c2)cc1	-3%	9%	-4%
CN(C)C1=NCCN1CCCC1CCCCC1	-13%	?	0%
Cc1ccc(-c2cc(C(=O)NCc3ccccn3)c3ccccc3n2)cc1	-4%	?	-29%
Cn1nnc2cc(C(=O)Nc3ccccc3F)ccc21	0%	4%	-1%
CCOc1ccc(Cc2n[nH]c(=S)n2N)cc1	2%	-6%	10%
Fc1ccc(CO/N=C/C2=C(Cl)c3ccccc3CC2)cc1	-12%	-17%	-6%
Cc1cc(=O)oc2cc(OCC(=O)OCC(=O)NC3CC3)ccc12	-5%	3%	1%
O=C(CN1C(=O)CCC1=O)Nc1nc(-c2cccs2)cs1	8%	5%	-1%
CC(/C=C1\SC(=S)N(NC(=O)c2cccc(O)c2)C1=O)=C\c1ccccc1	-16%	7%	-16%
O=C(CN1CCCCC1)N1CCc2ccccc21	-8%	-3%	-2%
Cc1ccc(/C=C/C(=O)Nc2ccccc2C(N)=O)cc1	6%	21µM*	-4%
CSc1ccccc1OCc1cc(C(=O)NCCn2ccnc2C)no1	7%	15%	-25%
CCc1nn(CC(=O)N2CCCCC2)c(=O)c2cc3sc(C)cc3n12	3%	-14%	0%
O=C(Nc1ccon1)c1nc[nH]c1C(=O)N1CCN(c2ccccc2)CC1	-2%	15%	2%
CN(c1ccc(C(=O)NCc2ccccn2)cc1)S(C)(=O)=O	0%	-7%	-5%
CC(=O)N1CCc2cc([N+](=O)[O-])ccc21	-5%	-15%	·
CCn1c(C)nnc1SCC(=O)Nc1ccc(C(C)=O)cc1	2%	16%	-2%
Cc1ccc(CSc2nsc(C)c2C#N)cc1	-7%	?	3%
O=C1CCN(C(=O)CSc2ccc(Cl)cc2)N1	1%	13%	2%
COc1ccc(CN2CCNC(=O)C2CC(=O)NC2CCCCCC2)cc1C (stereo unspecified)	-14%	1%	0%

Three compounds out of the list, sorted by heavy-atom count, largest number first.
SMILES	FEN1 inh	DT40 TDP1 CPT	KAT2A inh
Cc1ccc(/C=C/C(=O)Nc2ccccc2C(N)=O)cc1	6%	21µM*	-4%
Cc1ccc(CSc2nsc(C)c2C#N)cc1	-7%	?	3%
CC(=O)N1CCc2cc([N+](=O)[O-])ccc21	-5%	-15%	·

New compounds follow.
SMILES	FEN1 inh	DT40 TDP1 CPT	KAT2A inh
O=C(c1ccncc1)N1c2ccccc2Sc2ccccc21	3%	21µM*	-1%
COc1ccc(-c2cc3ccc(O)c(CN4CCCC(C)C4)c3oc2=O)cc1OC (stereo unspecified)	-7%	·	-26%
CC1CCCCN1S(=O)(=O)c1ccc(S(=O)(=O)NCCc2ccncc2)cc1 (stereo unspecified)	7%	?	-2%
Cn1nc(C(=O)Nc2nc(-c3ccc(F)cc3)cs2)ccc1=O	3%	?	-2%
Cc1nnc(-c2ccccc2)c(=O)n1/N=C/c1c(O)ccc2ccccc12	-4%	4.1µM*	-1%
O=C(NCCN1CCN(C(=O)NC2CCCCC2)CC1)NC1CCCCC1	5%	-3%	-2%
Cn1c(=NC(=O)CS(=O)(=O)c2ccccc2)sc2cc([N+](=O)[O-])ccc21	-13%	5%	-11%
CSC1=N/C(=C\c2ccc(F)cc2)C(=O)S1	0%	1%	9%
O=c1[nH]c(N/N=C/c2ccccc2)nc2ccccc12	11%	-30%	-1%
O=c1[nH]c2ccccc2n2cnnc12	5%	-3%	-13%
CCN1CCN(c2ccc(S(=O)(=O)N3CCOCC3)cc2NC(=O)CCOc2ccccc2)CC1	-2%	-10%	1%
COc1ccc(-c2csc(NC(=O)CN3C(=O)CCC3=O)n2)c(OC)c1	-3%	6%	-3%
COc1ccc(CC(=O)NCCS(=O)(=O)N2CCN(c3ccc(F)cc3)CC2)cc1OC	-8%&-3%	?	-6%&-2%
Cc1cnc2cc([N+](=O)[O-])ccc2n1	5%	-11%	3%
Cc1cc(-c2ccccc2)nc(-c2ccccc2)c1C	-14%	1%	-10%
Nc1nc(SCC(=O)N2N=C3/C(=C\c4ccco4)CCCC3C2c2ccco2)n[nH]1 (stereo unspecified)	4%	?	·
O=C(COc1ccc([N+](=O)[O-])cc1)Nc1ccc(S(=O)(=O)N2CCOCC2)cc1	0%	10%	-6%
COc1ccccc1CCN1CCCC(CN(C)C(=O)CCC(N)=O)C1 (stereo unspecified)	19%	-15%	2%
O=C1c2ccccc2C(=O)N1CCc1c[nH]c2ccc(O)cc12	11%	-28%	3%
Cn1c(SCC(=O)N2CCOCC2)nnc1-c1ccccc1	-5%	-4%	-8%
Cc1ccc(NC(=O)N2CCCC(C(=O)O)C2)cc1 (stereo unspecified)	14%	?	-19%
O=C(c1ccccc1)c1ccc2nc(Nc3ccccc3)c3nncn3c2c1	-4%	?	1%
CCOc1ccc(OCCOC(=O)CNC(=O)c2ccc(Cl)cc2Cl)cc1	-5%	3%	1%
C#CCOCCOCCOCCNc1nc(N2CCN(C(=O)[C@H](CC(N)=O)n3cc([C@@H](N)C(C)C)nn3)CC2)nc(N2CCN(C(=O)[C@H](CC(N)=O)n3cc([C@@H](N)C(C)C)nn3)CC2)n1	-7%	-2%	0%
Cc1cc(S(=O)(=O)N2CCCC2)ccc1OCC(=O)NCc1ccco1	6%	-4%	1%
Cn1c(N)c(C(=O)COC(=O)C2CCC(C(C)(C)C)CC2)c(=O)n(C)c1=O (stereo unspecified)	-9%	9%	-20%
CCc1ccc(C2C(C(=O)O)c3ccccc3C(=O)N2C)cc1 (stereo unspecified)	5%	5%	1%
CCOC(=O)C1=C(O)C(=O)N(c2ccc(S(N)(=O)=O)cc2)C1c1ccc(Br)cc1 (stereo unspecified)	12%	8%	-5%
O=C(CCCn1nnnc1CN1CCOCC1)N1CCC(c2ccc(F)cc2)C1 (stereo unspecified)	7%	-23%	-2%
Cc1nc(NC(C)C(=O)O)c2nc(C)oc2n1 (stereo unspecified)	-2%	-2%	-1%
CC(=O)c1ccc(NC(=O)Nc2ccc(S(=O)(=O)N3CCCC3)cc2)cc1	-12%	?	-20%
CCOC(=O)N1CCN(C(=O)CNS(=O)(=O)c2cccs2)CC1	12%	3%	-4%
Cc1ccc(CN(CC(=O)NC(C)(C)C)C(=O)CNC(=O)c2cccs2)cc1	12%	10%	-5%
Cc1snc(S(=O)(=O)/C(C#N)=N\Nc2ccccc2)c1C#N	1%	-14%	·
CN1C/C(=N\S(=O)(=O)c2ccccc2)N(C)C1=O	-4%	-7%	4%
Cc1ccc(C)c(C(C)NC(=O)C2CCCO2)c1 (stereo unspecified)	-1%	-23%	-5%
O=C(Cn1c(=O)oc2ccccc21)Nc1ccc(Br)cc1	-7%	-1%	-2%
O=c1[nH]c2ccccc2nc1-c1ccc(Cl)cc1	4%	-1%	-24%
O=C(CSc1ccc(-c2ccccn2)nn1)Nc1nccs1	-5%	-27%	?
CC(NC(=O)CSC(=S)N(C)C)C12CC3CC(CC(C3)C1)C2 (stereo unspecified)	-1%	?	-1%
Cc1cc(C)cc(N(CC(=O)Nc2cccc(C)c2C)S(=O)(=O)c2c(C)[nH]c(=O)[nH]c2=O)c1	-4%&-9%	9%&8%	3%&3%
CC(C)Sc1nc(O)c(Cc2ccccc2)c(=O)[nH]1	-2%	-4%	0%
NS(=O)(=O)c1ccc(NS(=O)(=O)c2ccc(NC(=O)c3ccc(-c4ccccc4)cc3)cc2)cc1	?	-4%	?
CCC(=O)Nc1cccc(-c2ccc(N3CCC(C)CC3)nn2)c1	0%	?	-1%
C=CCn1c(CNS(=O)(=O)c2ccc(F)cc2)n[nH]c1=S	1%	-28%	3%
CC[C@]12c3[nH]c4ccccc4c3CCN1C(=O)C(CC(=O)NCCCOC)C[C@@H]2C(=O)N1CCN(C(=O)C2CC2)CC1 (stereo partly specified)	-3%	-1%	-2%
COC(=O)C1=C(C(=O)OC)[C@@H]2N(C)c3ccc(OC)cc3[C@@]23C[C@@H](C(=O)OC)N(C(=O)C2CCC2)C3=N1	-21%	?	-3%
O=S(=O)(NC1CCCCC1N1CCN(c2ccccc2F)CC1)c1ccc(Cl)cc1 (stereo unspecified)	6%	?	-7%
CCc1cccc(NC(=O)CCc2nc3cccnc3n2-c2ccccc2)c1	3%	?	-7%
COc1ccc(S(=O)(=O)NCC(c2cccs2)S(=O)(=O)c2ccccc2)cc1OC (stereo unspecified)	-5%	?	-21%
COc1ccccc1Nc1ncnc2ccccc12	7%	?	-7%
CN(C)c1ccc(N=Nc2ccccc2C(=O)OCC(=O)N(C)c2ccccc2)cc1	-6%	21µM*	-15%
CCOC(=O)c1ccc2[nH]cc(C(C)=O)c(=O)c2c1	3%	-7%	1%

By substructure, the entries above containing a furan ring, fused or not.
SMILES	FEN1 inh	DT40 TDP1 CPT	KAT2A inh
Nc1nc(SCC(=O)N2N=C3/C(=C\c4ccco4)CCCC3C2c2ccco2)n[nH]1 (stereo unspecified)	4%	?	·
Cc1cc(S(=O)(=O)N2CCCC2)ccc1OCC(=O)NCc1ccco1	6%	-4%	1%

Screening data deposited in PubChem BioAssay by National Center for Advancing Translational Sciences (NCATS).

An excerpt, so the mix of outcomes need not match the whole.
